Assay outcomes deposited in PubChem BioAssay by several laboratories.
PMI act = activators of human phosphomannose isomerase. P34949. purified human PMI, coupled resazurin fluorescence, 20 min; hits give high values; 1 = vehicle control, 0 substrate-free wells. activation factor at 20 µM. 190,000 compounds, 0.005% hits. AID 1214;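 active means activation factor of 2 or more at 20 µM, relative to plate controls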
Target sequence (P34949 whole entry, looked up): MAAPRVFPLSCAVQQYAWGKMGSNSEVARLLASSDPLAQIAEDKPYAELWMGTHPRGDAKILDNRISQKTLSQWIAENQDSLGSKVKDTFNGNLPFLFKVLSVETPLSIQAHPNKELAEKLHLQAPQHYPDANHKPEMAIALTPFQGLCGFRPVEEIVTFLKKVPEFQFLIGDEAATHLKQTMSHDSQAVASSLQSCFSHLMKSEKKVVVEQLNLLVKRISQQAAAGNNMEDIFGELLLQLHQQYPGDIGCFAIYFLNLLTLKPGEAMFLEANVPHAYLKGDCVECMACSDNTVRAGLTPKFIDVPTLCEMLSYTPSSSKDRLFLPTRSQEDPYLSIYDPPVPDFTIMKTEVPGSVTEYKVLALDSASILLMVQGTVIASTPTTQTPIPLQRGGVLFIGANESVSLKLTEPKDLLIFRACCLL
TNAP act hiacc = activators of human TNAP at high phosphate acceptor concentration; 200,000 tested, under 10 active; activation factor at 20 µM; AID 1136; P05186; purified TNAP, CDP-star luminescence, 1 M DEA, 30 min; hits give high values; 0 = EDTA background, 1 = DMSO-only activity;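 active means activation factor at least 2 at 20 µM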
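Test system – human TNAP · Doses – 20 µM single point · Incubation – 30 min, room temperature · Signal – luminescent substrate turnover signal · Read-out basis – activation factor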
FLuc stim CS = affects firefly luciferase, flagging false hits in luciferase stimulation screens | P08659 | ATPlite luciferase biochemical, luminescence, 10 min; 0 = ATP-free wells, 1 = DMSO control | activation factor at 10 µM | 200,000 tested, under 10 active;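 active means luciferase activation factor, scaled between plate controls, of at least 2 with compound at 10 µM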
Target sequence (P08659 whole entry, looked up): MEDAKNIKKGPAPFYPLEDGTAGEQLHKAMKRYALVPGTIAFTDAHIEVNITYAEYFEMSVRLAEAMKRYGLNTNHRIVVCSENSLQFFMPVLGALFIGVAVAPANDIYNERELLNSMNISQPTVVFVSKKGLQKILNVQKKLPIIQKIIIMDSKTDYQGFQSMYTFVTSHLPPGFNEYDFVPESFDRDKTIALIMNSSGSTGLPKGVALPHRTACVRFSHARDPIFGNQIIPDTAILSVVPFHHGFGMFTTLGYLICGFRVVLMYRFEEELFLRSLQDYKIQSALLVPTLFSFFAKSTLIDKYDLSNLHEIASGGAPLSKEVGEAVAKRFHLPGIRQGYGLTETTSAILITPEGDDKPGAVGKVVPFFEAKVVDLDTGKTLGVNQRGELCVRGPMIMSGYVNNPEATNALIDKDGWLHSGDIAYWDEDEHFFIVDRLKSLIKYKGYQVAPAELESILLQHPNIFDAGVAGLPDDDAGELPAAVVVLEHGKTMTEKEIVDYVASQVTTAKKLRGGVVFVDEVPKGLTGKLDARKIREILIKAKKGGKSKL
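System: cell-free luciferase reagent; medium: PBS as buffer for the ATP substrate; doses: test compounds dosed from 2 mM stocks in 100% DMSO; incubation: 10 min, room temperature; measured by: luminescence from luciferase reaction; read-out: luciferase activation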
FLuc inhib CS = Photinus pyralis luciferase inhibition counter-screen; ATPLite firefly luciferase biochemical luminescence, 10 min; P08659; inhibition, % at 10 µM; 200,000 compounds, 1.5% hits;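 active means inhibition above about 50% when tested at 10 µM, limit read from the data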
TNAP inh no acc = TNAP (human) inhibition, acceptor-free conditions | P05186 | purified TNAP, CDP-star luminescence, 30 min | inhibition, % at 20 µM | 200,000 compounds, 0.26% hits | AID 1012;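 active means tissue-nonspecific alkaline phosphatase inhibition above about 50% at 20 µM in the single-dose screen, limit read from the data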;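 further: 0% = DMSO negative control and 100% = EDTA positive control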
PMI act hi M6P = PMI (human) activation, high substrate | activation factor at 20 µM | coupled PMI enzyme assay, resazurin fluorescence, 20 min; hits give high values; 1 = untreated enzyme, 0 = substrate-free blank | 190,000 compounds, 0.34% hits | P34949;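 active means activation factor of 2 or more at 20 µM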
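Technique: Diaphorase-driven resazurin-to-resorufin fluorescence, excitation 544, emission 590 nm | Assay system: Human PMI in coupled enzyme assay | Times: Enzyme reaction with compound 20 min at room temperature | Medium: HEPES-buffered pH 7.4 with magnesium and detergent | Reagent: Mannose-6-phosphate 1.0 mM (near-saturating) plus 0.22 mM NADP+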
APP 5'UTR act = APP 5'UTR luciferase reporter activation; SH-SY5Y APP 5'UTR luciferase reporter, luminescence; zero percent = DMSO vehicle wells; AID 1276; activation, % at 2 µM; 190,000 compounds, 1% hits;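 active means activation above a set limit, based on mean plus 3 SD of controls, cut at about 140% in these data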; further: values of inactives mirror those of a sister screen read the other way
bIAP activator = intestinal alkaline phosphatase (bovine) activation; 200,000 compounds, 0.17% hits; purified bovine IAP, CDP-star luminescence, 30 min; hits give high values; fold of DMSO-control signal, blank-subtracted; activation factor at 20 µM; AID 1016;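 active means activation factor of 2 or more at 20 µM, a signal rise over negative controls twice the positive control's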
TNAP inh hi DEA = TNAP (human) inhibition, high acceptor | AID 1135 | P05186 | purified TNAP, CDP-star luminescence, 1 M DEA | inhibition, % at 20 µM | 200,000 compounds, 0.03% hits;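 active means over 50% inhibition of tissue-nonspecific alkaline phosphatase at 20 µM in the single-dose screen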;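 further: plate controls were DMSO wells for no effect and EDTA-quenched wells as full inhibition for full effect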
NF-kB expr up = compounds increasing NF-kB expression in human neuronal cells; NF-kB reporter expression; hits give high values; fold change at 12.5 µM; 190,000 compounds, 1.6% hits; AID 1239; in the data active means fold change above about 3.3
An asterisk follows results filed as active; nt = no result given; & = joins results of further samples.

SMILES	PMI act	TNAP act hiacc	FLuc stim CS	FLuc inhib CS	TNAP inh no acc	PMI act hi M6P	APP 5'UTR act	bIAP activator	TNAP inh hi DEA	NF-kB expr up
O=C(NC1CCc2ccccc21)c1cc(COc2ccc(F)cc2F)on1 (stereo not drawn)	0.9	1	1.1	-7.3	0.8	1	-1.2	0.9	-3.3	1.28
CC(C)(C)OC(=O)NCCc1nnc(SCc2ccc(Cl)cc2)o1	0.9	1	1	-4.7	-7.3	1	-15.5	0.9	-4.8	0.9
O=c1c2ccccc2nc2n1CCC2O (stereo not drawn)	1	1	1.1	-12.4	-2.5	1	-14.9	1.1	-4.6	0.99
Cc1cccc(N(CC(=O)NCc2ccc(F)cc2)C(=O)c2csnn2)c1C	0.8	1	1.1	-7.2	-1.7	0.8	-11.8	1	-3.2	0.98
Nc1nc2sc3c(c2cc1C(=O)N1CCOCC1)CCCC3	1.1	1.1	1	1.2	-5.4	1.1	14.4	1	-7.3	0.95
O=C(COC(=O)C12CC3CC(CC(O)(C3)C1)C2)NC12CC3CC(CC(C3)C1)C2	1.1	1.1	1.1	-8.6	-13.3	1.1	-9.1	1.1	-7.6	1.13
CC1CCc2cc(F)cc3c(O)c(C(=O)NCc4ccco4)c(=O)n1c23 (stereo not drawn)	1.1	1	1.1	-6.1	-1.6	1.1	14.0	1	2.7	0.92
CCSc1nnc(NC(=O)[C@@H](NC(=O)c2ccccc2F)C(C)C)s1	1	1	1	-1.0	12.8	0.9	-4.6	1.1	0.7	1.07
CCOC(=O)CC1=NN(c2ccccc2)C(=O)/C1=C\c1ccc(N(C)C)cc1	0.8	0.7	0.9	10.4	38.1	0.8	4.7	1.3	32.1	0.89
CCC1CCC/C1=N\NC(=O)CCC(=O)Nc1ccccc1Cl (stereo not drawn)	1.1	1.1	1.1	-6.9	2.0	1.2	13.5	1	-5.5	1.19
Cc1ccc(C)c(N2CCN(C(=O)CCCCn3c(=O)[nH]c4ccccc4c3=O)CC2)c1	0.8	1	1	-4.2	0.6	0.8	8.5	1	-0.8	0.7
O=C(c1cccs1)N(c1ccc(F)cc1)C1C=CS(=O)(=O)C1 (stereo not drawn)	0.9	1	1.1	-5.0	-4.0	1	-1.3	1	-4.9	0.93
Cc1nc(SCC(=O)c2c(C)[nH]c3ccccc23)c2c(=O)n(C)c(=O)n(CC(C)C)c2n1	1	1	1	-4.1	-7.7	1.1	nt	1.1	-3.0	nt
COc1cc(NC(=O)c2cccnc2Sc2ccc(C)c(C)c2)cc(OC)c1OC	0.9	1	1.1	-5.7	-3.0	0.9	-5.0	0.9	-0.2	0.95
O=C(Nc1ccc(C(=O)O)cc1)/C(=C\c1ccc([N+](=O)[O-])cc1)NC(=O)c1ccc(Br)cc1	1.2	1	1.1	-7.5	5.0	1.2	16.5	1	4.9	1.06

Reprinted from the part before: 4 compounds; new compounds follow.
SMILES	PMI act	TNAP act hiacc	FLuc stim CS	FLuc inhib CS	TNAP inh no acc	PMI act hi M6P	APP 5'UTR act	bIAP activator	TNAP inh hi DEA	NF-kB expr up
O=C(c1cccs1)N(c1ccc(F)cc1)C1C=CS(=O)(=O)C1 (stereo not drawn)	0.9	1	1.1	-5.0	-4.0	1	-1.3	1	-4.9	0.93
Cc1nc(SCC(=O)c2c(C)[nH]c3ccccc23)c2c(=O)n(C)c(=O)n(CC(C)C)c2n1	1	1	1	-4.1	-7.7	1.1	nt	1.1	-3.0	nt
COc1cc(NC(=O)c2cccnc2Sc2ccc(C)c(C)c2)cc(OC)c1OC	0.9	1	1.1	-5.7	-3.0	0.9	-5.0	0.9	-0.2	0.95
O=C(Nc1ccc(C(=O)O)cc1)/C(=C\c1ccc([N+](=O)[O-])cc1)NC(=O)c1ccc(Br)cc1	1.2	1	1.1	-7.5	5.0	1.2	16.5	1	4.9	1.06
O=C(N/N=C/c1ccc[nH]1)c1cc(-c2ccc(Cl)cc2)nc2ccccc12	1.4	1	0.9	5.3	-33.5	1.1	-5.9	1.2	1.6	nt
Cc1cc(Cl)ccc1OC(C)C(=O)Nc1ccc([N+](=O)[O-])cn1 (stereo not drawn)	1	1	1.1	-13.0	-0.7	1	8.8	1.1	-3.0	0.79
Clc1ccc(OCc2nnc(-c3ccccc3Br)o2)cc1	0.9	1	1	-1.3	-5.5	1	6.9	0.5	-4.0	1.33
Cc1cc(C)n(CCc2nc(-c3ccc(C(C)(C)C)cc3)cs2)n1	0.8	1	1	-3.1	-10.3	0.8	-10.8	0.9	4.4	1.02
CC(Oc1ccc(Cl)cc1)c1ccnn1S(=O)(=O)c1ccccc1 (stereo not drawn)	0.8	1	1.1	-7.8	-4.8	0.9	10.8	0.6	-1.7	1.5
Cc1ccccc1CNc1nnnn1C	1	1.1	1.1	-5.9	-8.6	1	4.0	1	-8.1	1.28
CCOC(=O)C1(C)NC(c2cccs2)C2C(=O)N(c3ccc(C)cc3)C(=O)C21 (stereo not drawn)	1	1	1	-4.5	-7.7	1	-0.1	1	-1.3	1.15
CCC(c1n[nH]c(=S)n1-c1ccccc1)N(C)C (stereo not drawn)	1	1	1	-2.1	-3.4	1	2.7	0.8	2.3	1.21
COc1nc(N(C#N)CC(N)=O)nc(N2CCCC2)n1	1.1	1	1.1	-8.4	-4.9	1.1	11.4	1.1	-1.7	0.96
Cc1ccc(C)c(NC(=O)CN(C)S(=O)(=O)c2ccc(F)cc2)c1	1	1	1	-4.8	-7.5	1	-5.4	1	-2.0	1.15
CCOC(=O)CNC(=O)C1CCCc2c1[nH]c1ccc(Cl)cc21 (stereo not drawn)	0.9	1	1	-0.7	2.7	1	-6.4	1.2	-0.5	0.98
CCC(C)NS(=O)(=O)c1ccc(OCC(=O)N2CCC(C)CC2)cc1 (stereo not drawn)	1	1	1	-1.5	-6.6	0.9	-26.7	0.9	-1.0	0.98
O=C(Cc1cc(=O)[nH][nH]1)N/N=C/c1c(Cl)cccc1Cl	1&1	1.1&1	1&1.1	0.9&-5.2	-7.5&-16.9	1.1&1.1	-11.2&-4.4	1.1&0.5	-5.4&-1.1	1.13&1
CCOC(=O)CCCCNC(=O)Nc1ccccc1	1.1	1	1	-0.4	-10.7	1.1	-13.2	1	-3.5	1.26
O=C(CSc1nncn1-c1ccccc1)NC1CCCc2ccccc21 (stereo not drawn)	1.1	1	1.1	-7.0	-8.0	1.1	-25.3	0.6	1.2	1.36

Reformatted: 3 of the compounds above
Results follow in this order: PMI act, TNAP act hiacc, FLuc stim CS, FLuc inhib CS, TNAP inh no acc, PMI act hi M6P, APP 5'UTR act, bIAP activator, TNAP inh hi DEA, NF-kB expr up
Clc1ccc(OCc2nnc(-c3ccccc3Br)o2)cc1
→ 0.9, 1, 1, -1.3, -5.5, 1, 6.9, 0.5, -4.0, 1.33
Cc1cc(C)n(CCc2nc(-c3ccc(C(C)(C)C)cc3)cs2)n1
→ 0.8, 1, 1, -3.1, -10.3, 0.8, -10.8, 0.9, 4.4, 1.02
CC(Oc1ccc(Cl)cc1)c1ccnn1S(=O)(=O)c1ccccc1 (stereo not drawn)
→ 0.8, 1, 1.1, -7.8, -4.8, 0.9, 10.8, 0.6, -1.7, 1.5

Other entries
SMILES	PMI act	TNAP act hiacc	FLuc stim CS	FLuc inhib CS	TNAP inh no acc	PMI act hi M6P	APP 5'UTR act	bIAP activator	TNAP inh hi DEA	NF-kB expr up
C#CC[N+]1(CC#Cc2ccccc2)CCCCC1	1.1	1	1.1	-5.4	-11.2	1	-14.2	0.8	-4.6	0.98
Cc1ccc(S(=O)(=O)N(C)/N=C/c2ccc(C(=O)O)cc2)cc1	1.2	1	1	-0.4	-17.1	1.2	14.0	1.3	-3.3	1.03
Cc1cc(C(=O)CSc2nc(N)cc(=O)[nH]2)c(C)n1CCc1ccc(Cl)cc1	0.9	1	1.1	-5.0	-3.2	0.9	-7.9	0.9	-0.5	0.94
Cc1ccc2nc(N3CC(=O)Nc4ccccc43)nc(-c3ccccc3)c2c1	1	1	1.1	-8.1	1.0	1	-6.8	1	-0.7	1.13
NC(=O)N1c2ccccc2C=Cc2ccccc21	1.1	1	1.1	-5.8	-7.6	1.1	-22.3	0.9	0.1	1.25
Cc1cccc(CSCCNC(=O)c2ccc(CN3CCOCC3)cc2)c1	1	1	1	1.4	-7.3	1	-11.8	1	3.7	1.08
CCCCn1c(NCc2cccs2)nc2ccccc21	1.1	1.1	1	0.2	-5.9	1.1	33.0	1	-5.5	1.4
O=C(c1cc(Cl)cc(Cl)c1)N1CCC(=O)N(C(COCc2ccccc2)Cc2ccccc2)CC1 (stereo not drawn)	1.1	1	1.1	-9.5	-7.0	1	-4.8	1	-3.9	0.76
COc1ccc(Cl)cc1NC(=S)NCCSc1ccc(C)cc1	1	1	1	0.6	-83.8	1	1.0	0.8	-3.4	0.93
O=C(Oc1ccc(Br)cc1C(=S)N1CCCC1)c1ccccc1F	0.8	1.1	1	-3.5	-7.4	0.8	7.8	1.1	-6.9	1.03
Cc1oc2c(CN3CCCC3)c(O)ccc2c(=O)c1-c1ccc(Cl)cc1	1	1	1	-3.3	-1.4	1	7.6	1	-0.3	1.1
CCN1CCc2nc(N)sc2C1	1	1	1	-4.9	-18.7	1	4.4	1.1	-4.2	1.18
CC1CCCCN1S(=O)(=O)c1ccc(C(=O)Nc2nnc(-c3ccccn3)o2)cc1 (stereo not drawn)	1.2	1	1	-0.5	-13.0	1.1	37.5	1	0.1	0.99
CC1CN(C(=O)CSc2nnc(-c3ccncc3)n2-c2ccccc2)CC(C)O1 (stereo not drawn)	0.9	1.1	1	-2.8	-11.7	0.9	-5.5	1	-5.5	1.33
Nc1ccc(N2CCCCC2)c2nonc12	0.6	1	1	-4.4	1.6	0.3	-2.4	0.8	0.9	0.97
CCOC(=O)CNC(=O)c1ccc2c(c1)OCCO2	1	1.1	0.6	42.2	-11.2	1	14.6	1	-8.5	1.34
COc1c(Cl)cnn(-c2ccc(Cl)c(Cl)c2)c1=O	1	1	1	1.1	-1.8	1	4.6	1.1	0.6	1.19
COc1ccc(-c2nnc3sc(COc4ccccc4)nn23)cc1	1	1.1	1	-2.3	13.3	0.9	18.8	0.8	-6.6	1.01
